High-throughput results: PubChem, The Scripps Research Institute Molecular Screening Center
GPR151 ag: activators of human GPR151, primary screen, cell-based, PathHunter beta-arrestin, luminescence; G-protein coupled receptor 151 (Homo sapiens), Q8TDV0; PathHunter beta-arrestin GPR151 cells; activation, % at 11.2 µM; 1% of 650,000 active; AID 1508602, 2020; in the data active = activation above about 4.9%;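 note: 0% = median of compound wells and 100% = cells with positive control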
FBW7 activator: FBW7 E3 ligase activators, primary screen, biochemical, AlphaScreen, human; F-box/WD repeat-containing protein 7 (Homo sapiens), Q969H0; AlphaScreen FBW7–phospho-cyclin E peptide binding, activator screen; normalized activity (activation), % at 26.1 µM; 0.13% of 650,000 active; AID 1259310, 2017; in the data active = normalized activity above about 1.9%;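 note: purified mutant Fbw7 with reduced substrate affinity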
Target sequence (Q969H0 whole entry, looked up): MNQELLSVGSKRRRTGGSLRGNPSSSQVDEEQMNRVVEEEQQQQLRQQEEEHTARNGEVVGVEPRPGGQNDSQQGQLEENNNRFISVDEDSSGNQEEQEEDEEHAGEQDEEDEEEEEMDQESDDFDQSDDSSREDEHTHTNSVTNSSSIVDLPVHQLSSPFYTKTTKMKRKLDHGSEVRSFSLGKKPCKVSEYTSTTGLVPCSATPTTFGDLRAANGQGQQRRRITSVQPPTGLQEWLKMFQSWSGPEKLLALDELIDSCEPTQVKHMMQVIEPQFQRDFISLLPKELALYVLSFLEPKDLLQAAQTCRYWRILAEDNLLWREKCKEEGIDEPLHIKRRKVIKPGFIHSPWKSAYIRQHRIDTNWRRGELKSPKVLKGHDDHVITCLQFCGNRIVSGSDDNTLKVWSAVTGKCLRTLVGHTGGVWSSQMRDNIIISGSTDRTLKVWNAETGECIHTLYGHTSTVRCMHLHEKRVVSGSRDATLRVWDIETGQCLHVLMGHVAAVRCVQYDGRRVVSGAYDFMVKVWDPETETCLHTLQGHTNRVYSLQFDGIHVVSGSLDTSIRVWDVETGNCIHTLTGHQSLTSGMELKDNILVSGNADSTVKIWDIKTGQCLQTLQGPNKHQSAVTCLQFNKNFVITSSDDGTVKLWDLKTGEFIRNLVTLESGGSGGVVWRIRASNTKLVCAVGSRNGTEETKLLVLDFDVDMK
TEAD-YAP inh: TEAD-YAP interaction inhibition, primary screen, TEAD-YAP interaction inhibitor project, luminescence, HEK-TIYL cells; AID 1259422, 2018; 1.4% of 640,000 active; inhibition, % at 9.12 µM; TEAD-Gal4/YAP UAS-luciferase luminescence; in the data active = inhibition above about 32%;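 note: 0% = median of test compound wells and 100% = reference inhibitor wells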
MITF inh: MITF inhibitors, primary screen, biochemical, AlphaScreen, human; AID 1259374, 2018; AlphaScreen MITF homodimerization, bead proximity signal; 0.91% of 650,000 active; inhibition, % at 2.6 µM; in the data active = inhibition above about 50%;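 note: 0% = vehicle wells with protein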
An asterisk follows results filed as active.

SMILES	GPR151 ag	FBW7 activator	TEAD-YAP inh	MITF inh
O=C1C(c2ccccc2F)N(Cc2ccc3c(c2)OCO3)C(=O)CN1C1CCCCCC1 (stereo not drawn)	3.0	0.2	1	-6
Cc1ccccc1NC1=C(Cl)C(=O)OC1OC(=O)c1ccccc1 (stereo not drawn)	0.6	0.1	3	9
CC(C)CN1CCNC(=O)C1CC(=O)NCc1ccc2c(c1)n(C)c(=O)n2C (stereo not drawn)	-0.2	0.1	8	-3
N#Cc1ccc(OCC(=O)NNS(=O)(=O)c2cccc([N+](=O)[O-])c2)cc1	-0.8	0.2	2	20
CC(C)CC(NC(=O)c1cccnc1)c1nnc2n1CCN(CC(C)C)CC2 (stereo not drawn)	0.2	-0.1	13	3
COc1ccccc1S(=O)(=O)Cc1ccc(C(=O)N2CCCC2)o1	0.8	-0.1	-1	-3
Cc1csc2ncc(C(=O)Nc3ccc(F)c([N+](=O)[O-])c3)c(=O)n12	0.3	0.2	-4	14
Cc1c(N2CCN(Cc3cccnc3)C2=O)cccc1C(F)(F)F	-0.5	0.2	18	6
Cc1ccc2nc(-c3cccc(Br)c3)cc(C(=O)Nn3cnnc3)c2c1	-0.6	-0.1	-1	-2
COCCNC(=O)/C(C#N)=C/c1cc(Br)ccc1OC	1.9	0.1	3	10
O=C(CCn1c(=S)[nH]c2ccsc2c1=O)N1CCc2ccccc2C1	-0.1	0.0	7	2
CCOC(=O)c1cc2c3c(c1)C1C=CCC1C(c1cccc([N+](=O)[O-])c1)N3CC1CC=CC21 (stereo not drawn)	-0.1	0.1	1	-3
CCCS(=O)(=O)c1ncc(Cl)c(C(=O)NCc2ccc3c(c2)OCO3)n1	-2.6	0.2	-21	12
COc1ccc(C2=NN(CC(N)=O)C(=O)c3cc4ccccc4n3C2)cc1	-1.4	0.3	-2	10
Cc1nc2cc(-c3ccc(Cl)cc3)nn2c(C)c1CCC(=O)Nc1cccnc1	0.7	0.0	3	6
COc1cccc(-n2c(C)cn3c4c(=O)n(CC(N)=O)c(=O)n(C)c4nc23)c1	-0.9	-0.1	-11	6
CSCCC(NS(=O)(=O)c1ccc2c(c1)OCCO2)C(=O)OCC(=O)C(C)(C)C (stereo not drawn)	0.0	-0.3	2	-1
COc1ccc(CCN2C(=O)CCC2CCNCCOc2ccccc2)cc1 (stereo not drawn)	-0.2	-0.1	10	6
CCOc1ccc(N(CC(=O)Nc2ccccc2C(N)=O)S(C)(=O)=O)cc1	3.2	-0.1	4	-12
O=c1c2c(-c3ccccc3)csc2nc2c3ccccc3c(N3CCN(CCO)CC3)nn12	-0.7	0.2	4	-1
COc1ccc(NC(=O)C(=O)NCCCOC(C)C)cc1	-0.3	-0.2	-15	4
O=C(COc1cccc(Cl)c1)NNC(=S)Nc1ccccc1	1.5	0.1	5	18
COc1cc(CN2CCC(C(=O)N3CCN(c4ccccc4F)CC3)CC2)ccc1O	0.4	0.1	8	49
CCOc1cc(C=O)ccc1OS(=O)(=O)c1ccc(OC)cc1	-1.5	0.6	4	-15
CC1(C)Cc2ccccc2-c2nnc(SCC(=O)NCc3ccc4c(c3)OCO4)n21	0.4	-0.1	12	-2

Next part.
SMILES	GPR151 ag	FBW7 activator	TEAD-YAP inh	MITF inh
Cc1cccc(N(Cc2ccccc2F)S(C)(=O)=O)c1	0.3	0.6	1	7
COc1cccc(C(=O)N(NC(=O)c2ccccc2)c2ccccc2)c1	0.9	0.1	-7	-3
COc1cc2c(cc1OC)C(C1=NC(C)(C)Cc3cc(OC)c(OC)cc31)=NC(C)(C)C2	0.2	-0.1	4	1
CCCCCCCCCC(=O)NC(C)C(=O)O (stereo not drawn)	0.5	0.1	-4	7
CCOc1ccccc1C(=O)Nc1c2c(nn1-c1cccc(C)c1C)CS(=O)(=O)C2	0.3	-0.1	4	0
CCOC(=O)C1=C(c2ccccc2)Nc2ncnn2C1c1cccc(F)c1 (stereo not drawn)	-0.3	0.8	10	9
CN(C)C(=O)C1(c2ccccc2)CCN(S(=O)(=O)c2ccccc2)CC1	-1.2	-0.3	2	-13
CCc1ccccc1NC(=O)c1ccc([N+](=O)[O-])o1	-0.4	-0.1	10	-5
O=C(NCc1cccc(C(F)(F)F)c1)c1csc(-c2ccc(N3CCOCC3)nc2)n1	-0.7	0.1	-4	1
COC(=O)/C(=C/c1ccccc1)NC(=O)c1ccco1	-1.6	0.2	-1	-3
CC1CCN(C(=O)c2ccc(SCc3ccccc3F)c([N+](=O)[O-])c2)CC1	0.7	-0.3	0	7
CCOC(=O)C1=C(C)OC(N)=C(C#N)C1c1ccccc1[N+](=O)[O-] (stereo not drawn)	-2.0	0.0	12	12
CC(=O)c1cc2c(N)c(C(=O)c3ccc(Br)cc3)sc2nc1C	-1.0	0.0	-4	-4
COc1cc(OC)cc(C(=O)Nc2c(C)nn(-c3ccccc3)c2C)c1	-0.4	-0.2	-4	-14
O=C(Nc1ccc(N2CCOCC2)cc1)c1cnc(N2CCN(Cc3ccc4c(c3)OCO4)CC2)s1	0.8	-0.1	2	0
O=C(CCNC(=O)Oc1ccccc1)NC1CCCCCC1	0.4	0.1	4	18
Cc1ccccc1OC(C)C(=O)Nc1ccccc1C(N)=O (stereo not drawn)	0.2	0.1	14	-15
COc1ccc(/C=C(\NC(=O)c2ccc(C)cc2)C(=O)NCCC(=O)O)cc1	0.2	0.6	2	6
CC(C)C(=O)N1CCN(c2ccc(NC(=O)C(C)(C)C)cc2)CC1	0.5	0.0	-7	-2
CCCCc1c(C#N)c(N)nc2sc(C(=O)c3ccc([N+](=O)[O-])cc3)c(N)c12	-1.2	0.3	3	6
O=C(c1ccc(S(=O)(=O)N2CCOCC2)cc1)N1CCN(C23CC4CC(CC(C4)C2)C3)CC1	-0.8	0.0	3	10
COc1ccc(CNC(=S)Nc2ccc(OC)cc2)cc1	0.1	0.3	7	19
CCOc1cc(/C=C2\NC(=S)N(C)C2=O)cc(Cl)c1O	0.1	-0.2	-3	6
O=C(COc1ccccc1Br)Nc1ccccc1Cl	-0.2	0.1	-50	18
Cc1ccc(C(=O)Nc2ccc3c(c2)C(=O)NC3=O)cc1C	1.5	0.2	-3	3

Next section:
SMILES	GPR151 ag	FBW7 activator	TEAD-YAP inh	MITF inh
NC(=O)c1ccc(NC(=O)c2ccc(Br)o2)cc1	-1.5	0.0	-20	10
O=C1NC2(CCCC2)N=C1c1ccccc1	-1.4	0.3	7	15
O=C(CCN1C(=O)c2cccnc2C1=O)N1CCN(c2ccc([N+](=O)[O-])cc2)CC1	1.7	-0.2	-2	2
O=C(CCC(=O)Nc1ccc(Nc2ccccc2)cc1)Nc1ccc(Nc2ccccc2)cc1	1.3	-0.1	7	8
Cc1nc(C(=O)N2CCC3(CC2)CC3C(=O)NCCC2=CCCCC2)cs1 (stereo not drawn)	-0.2	-0.4	-2	-16
CCOC(=O)CSc1nc2cc(C(=O)NCCC3=CCCCC3)ccc2c(=O)n1C1CCCCC1	0.5	0.1	-4	18
COC(=O)c1ccccc1NC(=O)Cc1ccc([N+](=O)[O-])cc1	4.6	-0.2	-3	-3
O=C(c1ccco1)N1CCN=C1SCc1ccc(F)cc1	0.6	-0.1	11	-1
COc1cccc(-c2nnc(SCC(=O)Nc3ccc(S(N)(=O)=O)cc3)n2C)c1	1.2	0.5	10	9
CC(=O)c1cccc(NC(=O)CN(C2CCCCC2)S(=O)(=O)c2ccccc2)c1	-1.3	0.4	15	8
CC(C)=CCn1c(N2CCCCC2)nc2c1c(=O)[nH]c(=O)n2C	0.6	0.0	-17	-12
CCn1cc(C(=O)NCCc2ccc(OC)c(OC)c2)c2c3ccccc3n(C)c2c1=O	-0.5	0.3	1	6
Cc1c(NC(=O)c2cc(-c3ccc(F)cc3)on2)c(=O)n(-c2ccccc2)n1C	1.0	0.1	15	10
O=C(CN(Cc1ccccc1)S(=O)(=O)c1ccc(Br)cc1)NC1CC1	0.1	-0.2	4	-5
CCS(=O)(=O)N1CCC(N2CCN(c3ccccc3F)CC2)CC1	0.2	0.0	-16	41
COc1ccc(OC)c(C2CC(=O)C3=C(C2)NC(=O)CC3c2ccc(O)c(OC)c2)c1 (stereo not drawn)	-0.9	0.1	-12	19
CCCCCN(C(=O)NC(=O)Nc1ccc(OC)cc1C)S(=O)(=O)c1ccccc1	-0.2	-0.1	1	-5
Cn1c(=O)c2c(nc(Oc3ccc4c(c3)OCO4)n2Cc2ccc(F)cc2)n(C)c1=O	-0.6	-0.2	-9	-16
Cc1ccc(NS(=O)(=O)c2ccc3c(c2)n(C)c(=O)n3C)cc1Cl	-0.6	0.1	1	-1
COc1ccc(C2C(C(C)=O)=C(O)C(=O)N2c2cccc(Br)c2)cc1 (stereo not drawn)	0.5	-0.2	2	0
CCCCNC(=O)CN1C(=O)COc2ccc(Cl)cc21	0.4	-0.1	4	4
COc1ccc(-c2noc(CCC3CCCC3)n2)cc1OC	0.2	0.0	-3	-14
C=CCNC(=O)C1CCN(C(=O)Cc2ccccc2)CC1	-0.1	0.0	4	-1
NNC(=O)c1cccc(N2CCCC2=O)c1	0.5	0.2	-22	-7
Cc1ccc(-c2csc3ncn(CC(=O)c4ccc(Cl)cc4)c(=O)c23)cc1	-0.1	0.0	15	1

Further results follow.
SMILES	GPR151 ag	FBW7 activator	TEAD-YAP inh	MITF inh
CCC(=O)Nc1nn2c(-c3ccc(OC)c(OC)c3)nnc2s1	1.9	0.1	5	4
Cc1ccc(CN2CCN(Cc3c(C)nc4sccn34)CC2CCO)o1 (stereo not drawn)	2.5	0.0	-6	13
C/C(=N\NC(=O)c1cccs1)c1ccccc1O	-2.6	-0.3	-45	11
O=C(Cn1nnc(-c2ccccc2Cl)n1)Nc1ccc(F)c([N+](=O)[O-])c1	0.7	-0.1	-1	10
CCCc1nnc(SCC(=O)N2c3ccccc3CC2C)n1CC (stereo not drawn)	-0.6	0.8	-1	15
O=C(Cc1ccccc1)Nc1c2c(nn1-c1ccc([N+](=O)[O-])cc1)CSC2	1.9	0.2	9	-19
C=CCNC(=O)Cn1nnc2ccccc2c1=O	-1.0	0.0	-2	-1
CC1=CC2=NC(=O)/C(=C\c3cc(C)n(-c4cccc(Cl)c4)c3C)C(=N)N2O1	-1.7	-0.1	-3	14
O=C(NCc1ccc2c(c1)OCO2)C(=O)NC1CCCC1	-1.7	0.6	3	16
CCC(C)COC(=O)c1sc2ncn(Cc3ccccc3F)c(=O)c2c1C (stereo not drawn)	1.1	0.9	2	10
COc1ccc(C(=O)Nc2ccc(NC(=O)c3ccncc3)cn2)cc1	0.1	0.1	6	5
COc1ccccc1Cn1c(=S)[nH]c2cc(C(=O)NCc3ccccc3)ccc2c1=O	-0.1	0.6	-3	-1
Cc1ccccc1CNC(=O)CN(c1cc(C(F)(F)F)ccc1Cl)S(C)(=O)=O	0.3	-0.2	-17	3
O=C(NC1(C(F)(F)F)NC(=O)N(c2ccccc2)C1=O)c1cccs1 (stereo not drawn)	0.5	0.9	9	3
O=[N+]([O-])c1ccc(O)c(C2N(Cc3ccccc3)CCN2Cc2ccccc2)c1	0.2	0.0	-5	0
Cc1ccc(C2=NN(CCC(=O)NCCN3CCCC3)C(=O)CC2)cc1	3.2	-0.1	-5	11
CC1CCN(S(=O)(=O)c2ccc3c(c2)C(=O)c2ccccc2C3=O)CC1	0.7	-0.1	-11	-11
CC(=O)C1=C(C)NC(c2ccccc2)NC1c1ccccc1 (stereo not drawn)	-0.9	0.0	-1	0

A run of entries of the results above:
SMILES	GPR151 ag	FBW7 activator	TEAD-YAP inh	MITF inh
O=[N+]([O-])c1ccc(O)c(C2N(Cc3ccccc3)CCN2Cc2ccccc2)c1	0.2	0.0	-5	0
Cc1ccc(C2=NN(CCC(=O)NCCN3CCCC3)C(=O)CC2)cc1	3.2	-0.1	-5	11
CC1CCN(S(=O)(=O)c2ccc3c(c2)C(=O)c2ccccc2C3=O)CC1	0.7	-0.1	-11	-11
CC(=O)C1=C(C)NC(c2ccccc2)NC1c1ccccc1 (stereo not drawn)	-0.9	0.0	-1	0

7 of the compounds above, in markdown:
| structure | GPR151 ag | FBW7 activator | TEAD-YAP inh | MITF inh |
| --- | --- | --- | --- | --- |
| CC1=CC2=NC(=O)/C(=C\c3cc(C)n(-c4cccc(Cl)c4)c3C)C(=N)N2O1 | -1.7 | -0.1 | -3 | 14 |
| O=C(NCc1ccc2c(c1)OCO2)C(=O)NC1CCCC1 | -1.7 | 0.6 | 3 | 16 |
| CCC(C)COC(=O)c1sc2ncn(Cc3ccccc3F)c(=O)c2c1C (stereo not drawn) | 1.1 | 0.9 | 2 | 10 |
| COc1ccc(C(=O)Nc2ccc(NC(=O)c3ccncc3)cn2)cc1 | 0.1 | 0.1 | 6 | 5 |
| COc1ccccc1Cn1c(=S)[nH]c2cc(C(=O)NCc3ccccc3)ccc2c1=O | -0.1 | 0.6 | -3 | -1 |
| Cc1ccccc1CNC(=O)CN(c1cc(C(F)(F)F)ccc1Cl)S(C)(=O)=O | 0.3 | -0.2 | -17 | 3 |
| O=C(NC1(C(F)(F)F)NC(=O)N(c2ccccc2)C1=O)c1cccs1 (stereo not drawn) | 0.5 | 0.9 | 9 | 3 |
